Rhodamine fluor: qHTS Assay for Spectroscopic Profiling in Rhodamine Spectral Region | Rhodamine-region fluorescence, 547/598 nm, Tris buffer; stronger effect = higher value | max dye-equivalent concentration, M | hit rate 0.05% among 59,000 | AID 594, 2007; in the data active = max dye-equivalent concentration above about 11 nM; inconclusive = between about 1.1 nM and that limit
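Compounds in 100 mM Tris buffer, pH 8.0, were incubated 15 min at room temperature, then read at 547 nm excitation and 598 nm emission. Fluorescence was normalized against a per-plate six-point rhodamine standard curve as dye-equivalent concentration.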
ERK AVP block: qHTS Assay for Inhibitors of the ERK Signaling Pathway using a Homogeneous Screening Assay | HEK293-V1b, vasopressin-stimulated pERK AlphaScreen | Potency, µM (series often up to 57.5 µM), for inactives: at the highest dose activity, negative = inhibition, most hits filed as inhibitors | hit rate 0.99% among 72,000 | AID 995, 2007; note: potency is the fitted concentration of half-maximal effect; % is set by controls: 0 for no effect and ±100 for the full control effect; nearly all actives have a fitted effect of over 55% in size
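HEK293 cells stably expressing V1b receptor, seeded overnight in 1% FBS, were treated with compounds for 30 min at 37C, then stimulated 5 min with 25 nM vasopressin; phospho-ERK read by AlphaScreen SureFire after lysis.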
A350 autofl: qHTS Assay for Spectroscopic Profiling in A350 Spectral Region; Compound autofluorescence, 340/450 nm, Alexa 350 dye-equivalents; stronger effect = higher value; max dye-equivalent concentration, M; hit rate 11% among 59,000; AID 590, 2007; in the data active = max dye-equivalent concentration above about 10 nM; inconclusive = mostly about 1.1 nM to 9.6 nM
Texas Red fluor: qHTS Assay for Spectroscopic Profiling in Texas Red Spectral Region; Compound fluorescence, Texas Red channel, 547/618 nm; stronger effect = higher value; max dye-equivalent concentration, M; hit rate 0.06% among 59,000; in the data active = max dye-equivalent concentration above about 10 nM; inconclusive = between about 1.1 nM and that limit
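Fluorescence at ex 547/em 618 nm, normalized against an on-plate Texas Red standard series to give dye-equivalent concentration per compound concentration. Buffer 100 mM Tris, pH 8.0; 15 min RT incubation before CCD imaging.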
HEK293 cAMP cs: qHTS Assay for Agonists of the Thyroid Stimulating Hormone Receptor: Activators of Intracellular cAMP Concentrations in Parental HEK 293. parental HEK293 CNG cAMP sensor, membrane potential fluorescence. Potency, µM (doses to about 57.1 µM), without a hit: at the top dose activation, actives largely listed as activators. hit rate 2.5% among 73,000. AID 938, 2007; note: potency is the fitted concentration of half-maximal effect; % of control where 0% means no effect; nearly all actives have a fitted effect of over 55% in size
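Counterscreen for endogenous-receptor signalling: CNG-channel HEK 293 cells report cAMP rise by membrane depolarization. After 60 min dye equilibration with 100 uM RO 20-1724, compounds incubated 30 min before bottom-read fluorescence at 590 nm.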
4MU fluor: qHTS Assay for Spectroscopic Profiling in 4-MU Spectral Region | compound autofluorescence, 340/450 nm, 4-MU equivalents; stronger effect = higher value | max dye-equivalent concentration, M | hit rate 11% among 59,000; in the data active = max dye-equivalent concentration above about 10 nM; inconclusive = mostly about 1.1 nM to 9.6 nM
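Intrinsic fluorescence at 340/450 nm (ex/em) was read after 15 min at room temperature in pH 8.0, 100 mM Tris. Each compound concentration expressed as 4-MU-equivalent concentration from a six-point 4-MU standard series on each plate.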
Casp7 inh: qHTS Assay for Allosteric/Competitive Inhibitors of Caspase-7 | P55210 | recombinant caspase-7, Ac-DEVD-AFC fluorescence rate | Potency, µM (doses to about 57.5 µM), for the others: top-dose activity change, negative = inhibition, actives largely listed as inhibitors | hit rate 0.02% among 75,000 | AID 889, 2007; active = well fitted inhibition curve with a large enough effect in the main read-out, with a control signal flat, not every such curve was filed as active; inconclusive = small, poorly fitted or top-dose-only effect, or a change in a side signal; note: potency is the fitted concentration of half-maximal effect; % of control where 0% means no effect
Target sequence (P55210 24-198 limits assumed): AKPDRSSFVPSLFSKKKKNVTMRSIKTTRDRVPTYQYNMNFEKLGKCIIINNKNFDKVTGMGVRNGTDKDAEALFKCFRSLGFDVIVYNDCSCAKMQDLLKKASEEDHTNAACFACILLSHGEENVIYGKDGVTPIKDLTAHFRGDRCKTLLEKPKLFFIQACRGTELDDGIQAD
Target sequence (P55210 207-303 limits assumed): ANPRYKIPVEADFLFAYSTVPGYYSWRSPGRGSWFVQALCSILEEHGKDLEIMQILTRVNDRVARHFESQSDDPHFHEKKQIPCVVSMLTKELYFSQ
Luciferase inh: qHTS Assay for Inhibitors of Firefly Luciferase; Luciferin 4-monooxygenase (Photinus pyralis), P08659; purified firefly luciferase, luminescence, 8 min; Potency, µM (top dose mostly 57.1 µM), for inactives: at the top dose activity change, negative = inhibition, hits mostly inhibitors; hit rate 2.2% among 72,000; note: potency is the fitted concentration of half-maximal effect; % is set by controls: 0 for no effect and ±100 for the full control effect; nearly all actives have a fitted effect of over 40% in size
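Substrate buffer containing 10 uM ATP (pH 7.2 imidazole, Mg2+, KCl, detergent, BSA) is dispensed, compound pinned in, then luciferase/luciferin detector mix added. After 8 min at ambient temperature, light output is measured.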
Caspase-1 inhib: qHTS Assay for Allosteric/Competitive Inhibitors of Caspase-1 | P29466 | Caspase-1 enzyme, Ac-WEHD-AFC fluorogenic rate | Potency, µM (highest dose often 57.5 µM), for the others: at the top dose activity change, negative = inhibition, usual class: inhibitors | hit rate 0.03% among 75,000;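 note: potency is the fitted concentration of half-maximal effect; plate controls were vehicle for no effect and no substrate for full effect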
Tau fil binding: qHTS Assay for Tau Filament Binding | Microtubule-associated protein tau (Homo sapiens), P10636 | hit rate 2% among 71,000 | recombinant tau filaments, thioflavin S fluorescence, 15 h; filaments grown with octadecylsulfate alongside compound | Potency, µM (series often up to 57.1 µM), for the others: at the highest dose activity change, negative = inhibition;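 note: potency is the fitted concentration of half-maximal effect; % is set by controls: 0 for no effect and ±100 for the full control effect; actives lower thioflavin S fluorescence by blocking filaments or displacing dye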
Target sequence (P10636 whole entry, looked up): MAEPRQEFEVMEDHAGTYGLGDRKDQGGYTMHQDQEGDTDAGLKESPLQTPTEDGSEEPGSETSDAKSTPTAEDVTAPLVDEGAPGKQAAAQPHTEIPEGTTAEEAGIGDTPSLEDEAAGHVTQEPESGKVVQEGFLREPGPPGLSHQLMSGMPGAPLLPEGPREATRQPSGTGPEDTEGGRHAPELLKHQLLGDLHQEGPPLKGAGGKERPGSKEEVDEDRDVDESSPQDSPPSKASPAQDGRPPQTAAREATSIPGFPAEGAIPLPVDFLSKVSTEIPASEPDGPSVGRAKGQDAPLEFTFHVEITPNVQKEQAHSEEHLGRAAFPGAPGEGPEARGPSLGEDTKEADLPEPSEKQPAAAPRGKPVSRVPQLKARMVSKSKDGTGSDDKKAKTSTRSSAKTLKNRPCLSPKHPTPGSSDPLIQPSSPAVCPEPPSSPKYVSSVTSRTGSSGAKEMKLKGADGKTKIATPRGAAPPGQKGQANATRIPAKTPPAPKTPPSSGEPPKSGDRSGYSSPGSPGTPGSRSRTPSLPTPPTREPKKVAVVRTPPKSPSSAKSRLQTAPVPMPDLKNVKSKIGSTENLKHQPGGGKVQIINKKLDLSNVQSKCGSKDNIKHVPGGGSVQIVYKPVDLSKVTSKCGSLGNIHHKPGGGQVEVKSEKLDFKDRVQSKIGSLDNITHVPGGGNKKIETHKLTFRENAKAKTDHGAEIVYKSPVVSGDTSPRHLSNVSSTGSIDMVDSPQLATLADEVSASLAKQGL
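Recombinant tau protein (human, 1 uM final) plus 30 uM ODS in HEPES pH 7.4 with NaCl, DTT and thioflavine S. Compound present from the start; fluorescence at 510 nm after 15 h, 37 C.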
Fluorescein fluor: qHTS Assay for Spectroscopic Profiling in Fluorescein Spectral Region; Compound autofluorescence, 480/540 nm, fluorescein-equivalent; stronger effect = higher value; max fluorescein-equivalent concentration, M; hit rate 0.91% among 59,000; in the data active = max fluorescein-equivalent concentration above about 10 nM; inconclusive = between about 1.1 nM and that limit
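Autofluorescence profiling; 100 mM Tris, pH 8.0; incubation 15 min at RT; ex/em 480/540 nm; result as fluorescein-equivalent concentration.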
* hit, by the source's call; [ ] = dose if it differs, or a comment. Unless noted, calls come from the whole dose curve; as a rule, active = well fitted curve in the direction sought with a large enough effect; inconclusive = small, poorly fitted or top-dose-only effect, or another doubt; inactive = no such curve, though single readings can be large; an effect the other way counts as inactive or inconclusive. Only part of the results is shown; count on the stated rates, not on these rows.

CCCn1c(=N)n(CC(O)COc2cccc(C)c2)c2ccccc21 (stereo not given) was read as Rhodamine fluor inactive, ERK AVP block 5.4%, A350 autofl inactive, Texas Red fluor inactive, HEK293 cAMP cs 15.8µM*, 4MU fluor inactive, Casp7 inh 0.2%, Luciferase inh -0.6%, Caspase-1 inhib 0.2%, Tau fil binding 43.8% and Fluorescein fluor inactive.
`CCCN(C(=O)c1ccccc1N)c1c(C)n(C)n(-c2ccccc2)c1=O` gave ERK AVP block -8.0%, HEK293 cAMP cs 7.3%[11.4 µM], Casp7 inh 1.4%, Luciferase inh -5.2%, Caspase-1 inhib -1.0% and Tau fil binding -9.6%[11.4 µM].
Screening NS(=O)(=O)c1ccc(NC(=O)CSc2nnc(-c3cnccn3)n2-c2ccccc2)cc1 returned Rhodamine fluor inactive, ERK AVP block -1.2%, A350 autofl inactive, Texas Red fluor inconclusive, HEK293 cAMP cs -19.0%, 4MU fluor inactive, Casp7 inh 0.8%, Luciferase inh 0.2%, Caspase-1 inhib -0.3%, Tau fil binding -2.6% and Fluorescein fluor inconclusive.
`CC(=O)OC(C#CCN1CCOCC1)c1ccccc1` (stereo not given) gave ERK AVP block -9.5%, HEK293 cAMP cs -2.5%, Casp7 inh -0.6%, Luciferase inh 4.3%, Caspase-1 inhib -1.5% and Tau fil binding 14.8%.
For COc1ccc(NC(=O)CSc2nc3c(c(=O)n2-c2ccc(C)cc2)SCC3)c(OC)c1 the results were Rhodamine fluor inactive, ERK AVP block inconclusive, A350 autofl inactive, Texas Red fluor inactive, HEK293 cAMP cs 4.3%, 4MU fluor inactive, Casp7 inh 0.7%, Luciferase inh 1.1%, Caspase-1 inhib -1.1%, Tau fil binding 38.6% and Fluorescein fluor inactive.
Screening COc1ccc(CNC(=O)C(C)OC(=O)c2cccn2C)cc1 (stereo not given) returned Rhodamine fluor inactive, ERK AVP block 8.5%, A350 autofl inactive, Texas Red fluor inconclusive, HEK293 cAMP cs 22.9%, 4MU fluor inactive, Casp7 inh 0.3%, Luciferase inh 1.4%, Caspase-1 inhib 1.1%, Tau fil binding 4.2% and Fluorescein fluor inactive.
`Cc1ccc(C(=O)CSc2nnc(CNc3nc(-c4ccccc4)cs3)n2C)cc1` gave Rhodamine fluor inactive, ERK AVP block 12.6µM*, A350 autofl inactive, Texas Red fluor inactive, HEK293 cAMP cs 14.5%, 4MU fluor inactive, Casp7 inh -7.2%, Luciferase inh 2.0%, Caspase-1 inhib -2.8%, Tau fil binding 14.1% and Fluorescein fluor inconclusive.
For O=C(Nc1ccc2c(c1)OCCO2)C1CCN(S(=O)(=O)c2cccs2)CC1 the results were Rhodamine fluor inactive, ERK AVP block inconclusive, A350 autofl inactive, Texas Red fluor inconclusive, HEK293 cAMP cs -1.2%, 4MU fluor inactive, Casp7 inh -1.9%, Luciferase inh -4.3%, Caspase-1 inhib 1.9%, Tau fil binding -1.7% and Fluorescein fluor inactive.
`COc1cccc(N2CCN(c3ncnc4c3[nH]c3ccc(F)cc34)CC2C)c1` (stereo not given) gave Rhodamine fluor inactive, A350 autofl inconclusive, Texas Red fluor inactive, 4MU fluor inconclusive, Luciferase inh -1.7%[25.5 µM] and Fluorescein fluor inconclusive.
COc1ccc(S(=O)(=O)N2C3CCC2CC(NC(=O)C2CC2)C3)cc1 (stereo not given) was read as Rhodamine fluor inactive, ERK AVP block 15.0%, A350 autofl inactive, Texas Red fluor inactive, HEK293 cAMP cs -5.6%, 4MU fluor inactive, Casp7 inh -0.9%, Luciferase inh 5.7%, Caspase-1 inhib 2.3%, Tau fil binding -1.8% and Fluorescein fluor inconclusive.
Screening Cc1cccc(C)c1NC(=O)Cn1cnc2c(=O)n(C)c(=O)n(C)c21 returned Rhodamine fluor inactive, ERK AVP block 8.2%, A350 autofl inactive, Texas Red fluor inconclusive, HEK293 cAMP cs 1.8%, 4MU fluor inactive, Casp7 inh 1.1%, Luciferase inh 0.4%, Caspase-1 inhib 2.4%, Tau fil binding 5.1% and Fluorescein fluor inactive.
For CN1CCN(CCNC(=O)c2cc3c(=O)n(C)c4ccccc4c3n2C)CC1 the results were ERK AVP block -27.1%, HEK293 cAMP cs -2.3%, Casp7 inh -0.7%, Luciferase inh -1.1%, Caspase-1 inhib -2.7% and Tau fil binding 29.8%.
Cn1c(SCC(=O)c2ccc(F)cc2)nnc1-c1cnccn1 was read as Rhodamine fluor inactive, ERK AVP block -0.4%, A350 autofl inactive, Texas Red fluor inactive, HEK293 cAMP cs 3.1%, 4MU fluor inactive, Casp7 inh 0.0%, Luciferase inh -3.0%, Caspase-1 inhib -0.1%, Tau fil binding 8.5% and Fluorescein fluor inactive.
Screening CCCCC(CC)COC(=O)COc1ccc(Cl)cc1Cl (stereo not given) returned ERK AVP block 57.2%[activator], HEK293 cAMP cs 18.6%, Casp7 inh -1.9%, Caspase-1 inhib -3.9% and Tau fil binding 5.3%.
O=C(Cn1cnc2c(nnn2Cc2ccc(F)cc2)c1=O)N1CCCc2ccccc21 was read as Rhodamine fluor inactive, ERK AVP block inconclusive, A350 autofl inactive, Texas Red fluor inconclusive, HEK293 cAMP cs 12.6%, 4MU fluor inactive, Casp7 inh 0.4%, Luciferase inh -1.0%, Caspase-1 inhib 1.5%, Tau fil binding 4.4% and Fluorescein fluor inactive.
`O=C(O)c1ccc(Cl)c(S(=O)(=O)N2CCCCCC2)c1` gave Rhodamine fluor inactive, ERK AVP block -18.0%, A350 autofl inactive, Texas Red fluor inactive, HEK293 cAMP cs -9.2%, 4MU fluor inactive, Casp7 inh 1.3%, Luciferase inh 2.4%, Caspase-1 inhib -0.7%, Tau fil binding 31.4% and Fluorescein fluor inconclusive.
CC(C)CNS(=O)(=O)c1ccc(S(=O)(=O)N2CCCN(Cc3ccccc3)C2)cc1 was read as Rhodamine fluor inactive, ERK AVP block 0.8%, A350 autofl inactive, Texas Red fluor inconclusive, HEK293 cAMP cs 27.7%, 4MU fluor inactive, Casp7 inh 0.1%, Luciferase inh 2.7%, Caspase-1 inhib -1.4%, Tau fil binding -15.8% and Fluorescein fluor inactive.
Screening Cn1c(SCCOc2ccccc2Cl)nnc1-c1ccncc1 returned Rhodamine fluor inactive, ERK AVP block -28.5%, A350 autofl inactive, Texas Red fluor inactive, HEK293 cAMP cs 11.2%, 4MU fluor inactive, Casp7 inh 0.9%, Luciferase inh -0.9%, Caspase-1 inhib 0.9%, Tau fil binding 14.5% and Fluorescein fluor inconclusive.
CNc1nc(SCC(=O)OC)nc(N2CCOCC2)n1 was read as Rhodamine fluor inactive, ERK AVP block -19.4%, A350 autofl inactive, Texas Red fluor inconclusive, HEK293 cAMP cs inconclusive, 4MU fluor inactive, Casp7 inh -0.8%, Luciferase inh 1.5%, Caspase-1 inhib 1.6%, Tau fil binding 5.3% and Fluorescein fluor inactive.
For COCc1cc(=O)n2[nH]c(-c3cccc(Br)c3)cc2n1 the results were ERK AVP block 8.9%, HEK293 cAMP cs -14.3%, Casp7 inh -14.8%, Luciferase inh -10.4%, Caspase-1 inhib inconclusive and Tau fil binding -5.3%.
Screening CC(C)CC1(C(=O)O)C=CCN1C(=O)c1ccccc1 (stereo not given) returned ERK AVP block -22.0%, HEK293 cAMP cs 10.8%, Casp7 inh -0.9%, Caspase-1 inhib -0.2% and Tau fil binding -0.1%.
For CCOc1ccc(NC(=O)N2CCC(n3c(=O)[nH]c4ccccc43)CC2)cc1 the results were ERK AVP block -4.8%, HEK293 cAMP cs 2.9%, Casp7 inh 1.9%, Luciferase inh 0.2%, Caspase-1 inhib 0.9% and Tau fil binding -10.6%.
`CSc1n[nH]c(NC2=CC(=O)CCC2)n1` gave Rhodamine fluor inactive, ERK AVP block 0.5%, A350 autofl inactive, Texas Red fluor inactive, HEK293 cAMP cs 1.9%, 4MU fluor inactive, Casp7 inh -0.6%, Luciferase inh 2.2%, Caspase-1 inhib 0.4%, Tau fil binding -2.2% and Fluorescein fluor inconclusive.
`Cc1cc(C(F)F)n2ncc(C(=O)N3CCc4ccccc4C3)c2n1` gave Rhodamine fluor inactive, ERK AVP block -5.0%, A350 autofl inconclusive, Texas Red fluor inactive, HEK293 cAMP cs 0.2%, 4MU fluor inactive, Casp7 inh -0.7%, Luciferase inh 0.6%, Caspase-1 inhib 1.4%, Tau fil binding -11.8% and Fluorescein fluor inactive.

Source: PubChem
